# Screens (PubChem BioAssay)
# H9c2 protect: protects H9c2 cardiomyocytes from peroxide injury; protection from H2O2 cell death, % at 20 µM; actives 0.63% (n = 360,000); AID 588492; H2O2 injury protection, ATPLite, 2 h;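 active = compounds giving at least 50% protection of heart cells from peroxide-induced death in the single-dose screen, raw or plate-pattern-corrected value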;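 note: 0% = DMSO wells with peroxide and 100% = DMSO wells without peroxide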
# ABCB6 inh MLPCN: blocks the human ABCB6 transporter. AID 602162. fluorescence ratio to DMSO, % at 10 µM. K562-ABCB6 porphyrin accumulation, flow cytometry, 1 h; hits give low values. actives 0.19% (n = 360,000). Q9NP58;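 active = fluorescence ratio to DMSO below 75%, the collection mean minus 3 SD; inconclusive = too few cells collected in the well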;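 note: signal is porphyrin accumulated inside mitochondria; 100% equals median channel fluorescence of DMSO control wells; lower ratio means ABCB6 inhibition with less porphyrin fluorescence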
# N-glyco inh: blocks N-linked glycosylation in D54 reporter cells. D54 ERlucT glycosylation luciferase reporter, 24 h; percent of 100 nM tunicamycin response. reporter increase, % at 12.5 µM. actives 0.23% (n = 360,000);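 active = mean luciferase reporter signal, scaled so untreated is 0 and the glycosylation-blocking control 100, at or above a set limit in every replicate; inconclusive = mean reaches the limit but not every replicate does; inactive = mean below the limit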;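 note: luciferase carries N-glycosylation sites so blocking glycosylation raises the light; 0% = median of neutral control wells and 100% = median of 100 nM tunicamycin wells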
# PDI inh: inhibitors of human protein disulfide isomerase. P07237. PDI insulin aggregation turbidity, A650, 90 min. inhibition, % at 10 µM. actives 0.052% (n = 350,000). AID 588391;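 active = mean inhibition across replicates of 30% or more, whatever share of single replicates reach that level; inconclusive = mean inhibition below 30% while every single replicate reaches 30%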;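 note: absorbance from insulin aggregation driven by PDI reduction with DTT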
# aDG glyco act: alpha-DG glycosylation activation; Pro5-aDG cells, alpha-DG glycosylation AlphaScreen (IIH6); 0% Pro5, 100% B10-LARGE cell signal; AID 624168; activation, % at 10 µM; actives 0.22% (n = 360,000);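 active = activation of at least 8% versus controls, or a plate z-score of at least 8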;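 note: Pro5 are CHO cells carrying HIG-tagged alpha-DG that lacks glycosylation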
# Vif inh: blocks HIV Vif function; HEK293T cells, Vif self-association by quenched fluorescence, imaging, 24 h; inhibition, % at 7.49 µM; actives 0.35% (n = 340,000); in the data active = inhibition above about 50%, passing the limit was not always enough; inconclusive = no clear call, values can overlap the other calls; inactive = below about 31%; note: some results filed as inactive read as strong as hits
# CaV13 ICDI inh: Disruptors of the CACNA1D IQ motif to Ca2+-dependent inactivation inhibitor domain association, primary screening, Förster resonance energy transfer in intact living …. inhibition, % at 12.3 µM. HEK cells, CFP/YFP FRET ICDI-IQ, plate reader, 10 min; percent FRET-ratio fall versus neutral wells. actives 0.098% (n = 340,000);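 active = mean replicate inhibition of at least 30% and at least 1% of replicates passing that level; inconclusive = only one of the two criteria is met; inactive = neither criterion is met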;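 note: 0% = median of the neutral control wells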
# MC4R antagonist: blocks human MC4R cAMP signaling; AID 540295; inhibition, % at 6.5 µM; P32245; MC4R-expressing cells, MTII-stimulated cAMP, LANCE TR-FRET; actives 0.48% (n = 360,000);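 active = inhibition above its plate's cutoff, the mean of tested wells on that plate plus 3 SD, cut at about 29% in these data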;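 note: 0% = Melanotan II alone and 100% = Melanotan II plus saturating MCL0020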
# Target sequence (P32245 whole entry, looked up): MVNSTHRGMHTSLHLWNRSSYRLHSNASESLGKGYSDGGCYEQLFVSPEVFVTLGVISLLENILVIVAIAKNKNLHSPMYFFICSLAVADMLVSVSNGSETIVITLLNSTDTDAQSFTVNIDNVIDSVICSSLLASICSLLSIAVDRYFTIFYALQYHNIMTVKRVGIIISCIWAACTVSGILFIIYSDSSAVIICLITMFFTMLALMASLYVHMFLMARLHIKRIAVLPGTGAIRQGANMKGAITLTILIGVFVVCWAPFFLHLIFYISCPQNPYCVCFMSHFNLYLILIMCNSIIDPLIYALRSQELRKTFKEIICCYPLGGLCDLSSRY
#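 material = U2OS cells stably expressing human melanocortin 4 receptor (MC4R) | also added = Melanotan II challenge | dosing = single nominal compound dose of 6.5 µM | detection = TR-FRET with Eu-cAMP and labeled anti-cAMP, 671 nm | replication = singlicate | timing = compound 30 min, challenge 1 h, detection 1 h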
# HTR2A ag: agonists of mouse serotonin 5-HT2A receptor (HTR2A). P35363. activation, % at 7.6 µM. CHO-K1 mHTR2A beta-arrestin complementation, luminescence; percent of 30 µM serotonin response. actives 0.66% (n = 360,000);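 active = activation above a run cutoff, the mean activation of all tested compounds plus 3 SD, cut at about 14% in these data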;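 note: 0% = plate median of compound wells and 100% = 30 µM serotonin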
# Target sequence (P35363 whole entry, looked up): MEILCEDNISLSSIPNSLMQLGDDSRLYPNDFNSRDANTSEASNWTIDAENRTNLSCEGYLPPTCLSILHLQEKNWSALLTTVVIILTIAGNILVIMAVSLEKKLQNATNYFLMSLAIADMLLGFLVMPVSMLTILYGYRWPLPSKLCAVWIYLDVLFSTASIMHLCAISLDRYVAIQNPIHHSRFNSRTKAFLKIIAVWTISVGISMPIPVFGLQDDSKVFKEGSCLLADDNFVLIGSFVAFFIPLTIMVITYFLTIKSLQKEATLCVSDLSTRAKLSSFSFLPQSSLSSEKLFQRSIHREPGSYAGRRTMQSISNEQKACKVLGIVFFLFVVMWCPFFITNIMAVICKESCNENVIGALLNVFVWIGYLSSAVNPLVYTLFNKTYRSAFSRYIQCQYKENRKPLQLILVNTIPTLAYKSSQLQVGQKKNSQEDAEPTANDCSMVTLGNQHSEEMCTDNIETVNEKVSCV
# MC4R ag barr: agonists of human melanocortin 4 receptor (MC4R) beta-arrestin; P32245; U2OS MC4R beta-arrestin complementation, luminescence; percent of melanotan II response, DMSO zero; activation, % at 8.9 µM; actives 0.98% (n = 360,000); AID 540308;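 active = activation above a per-plate cutoff, the mean activation of sample wells on that plate plus 3 SD, cut at about 8% in these data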
# * hit, by the source's call; ? = inconclusive; . = no result given. No enrichment for hits; about 3.6% have a hit in one of these screens.
no.	Compound	H9c2 protect	ABCB6 inh MLPCN	N-glyco inh	PDI inh	aDG glyco act	Vif inh	CaV13 ICDI inh	MC4R antagonist	HTR2A ag	MC4R ag barr
1	Cc1ccn2c(Cc3ccccc3)c(-c3ccccc3)nc2c1	-21	97	-1	-5	0.0	3	-10	2	2	-0.7
2	CC1CCN(C(=O)c2[nH]cnc2C(=O)N[C@@H](CCCCNC(=O)OC(C)(C)C)C(=O)OC(C)(C)C)CC1	5	99	1	0	0.2	12	-5	9	10	0.9
3	CC(C)(C)C(=O)/C=C/Nc1ccccc1O	-13	105	-1	1	0.7	-11	-9	2	0	-0.2
4	CN(CC(=O)Nc1ccc(Cl)cc1)C(=O)Cc1c(F)cccc1Cl	-3	95	2	-11	-0.2	0	-6	8	-3	-4.0
5	O=C(Nc1ccc(Oc2ccccc2)cc1)C1CCN(c2c3c(nc4ncnn24)CCC3)CC1	-16	95	-10	-6	3.3	-18	-5	9	6	-2.7
6	COc1ccc(C(=O)Nc2ccnn2C2CCN(C(=O)C3CCOC3)CC2)cc1 (centres undefined)	1	96	-1	-2	0.2	-3	.	1	2	-2.6
7	CN1CCN(C2CCN(Cc3ccc(O)c4ncccc34)CC2)CC1	19	85	3	2	0.6	-2	-5	7	-3	-2.6
8	Nc1nc(F)cc(NCc2ccccc2)n1	-6	101	-1	-8	0.4	0	25	-10	5	-0.7
9	COc1ccc(OC)c(C2(O)CSC(=Nc3cccnc3)N2Cc2ccco2)c1 (centres undefined)	6	95	-2	-1	0.1	11	-2	12	-3	-1.5
10	COc1cc(Cl)c(C)cc1NC(=O)CSc1ccc(C)cc1	-11	105	-1	2	0.9	2	-8	11	-1	4.2
11	COc1ccc(OCc2cc(C(=O)N(Cc3nccn3C)C(C)C)no2)c2ccccc12	-1	95	-1	-5	0.3	-8	-3	1	-3	-2.3
12	CCCSCCCNC(=O)c1cc2c(s1)CS(=O)(=O)C2	5	95	0	5	-0.3	14	-5	7	-2	-0.1
13	NNC(=O)CCN1CCN(Cc2ccccc2)CC1	12	95	-1	4	-0.2	13	0	18	-2	0.5
14	CN1CCN(CCc2nc3cc(NC(=O)COc4ccccc4)ccc3n2C)CC1	0	96	-2	11	-0.2	11	.	8	-5	-2.0
15	CC(C)C(NC(=O)C1CCCCC1)C(=O)N1CCN(c2ccc(F)cc2)CC1 (centres undefined)	-2	100	0	-1	0.1	-3	-3	6	-1	-2.0
16	COc1ccc(CCn2nc(C)c([N+](=O)[O-])c2C)cc1	-3	98	.	-4	0.1	.	.	2	8	-2.7
17	Cc1ccc(S(=O)(=O)CCC(=O)Nc2nc(-c3cccnc3)cs2)cc1	18	95	-6	-8	1.0	-3	-14	10	-5	2.8
18	COc1ccc(C(=O)Nn2c(SCC(=O)c3ccc(Cl)cc3)nc3ccccc3c2=O)cc1	-5	89	-17	-5	-0.3	3	-5	2	-2	-1.8
19	Cc1cc(C)cc(N(CC(=O)NCCSCc2ccccc2)S(C)(=O)=O)c1	4	96	-1	9	-0.1	-8	2	5	-4	-2.0
20	CC1Cc2cccc3ccc(=O)n(c23)C1 (centres undefined)	43	108	0	4	0.0	-2	-11	9	0	-0.9
21	CN(Cc1ccccc1)C(=O)c1ccc(NC(=O)Cc2ccc(NC(=O)C3CCN(C(=O)C4CCCC4)CC3)cc2)cc1	-30	94	-3	3	0.0	.	-10	-7	-3	-1.5
22	O=C(Oc1ccccc1)c1cccc(N2C(=O)CCC2=O)c1	6	100	3	6	0.2	24	.	6	-2	0.0
23	C/[N+]([O-])=C/c1c(OCc2ccc(Cl)cc2Cl)ccc2ccccc12	-9	109	-4	1	0.9	-6	-5	-1	-1	-0.8
24	N#CC(=C1Nc2ccccc2N1)S(=O)(=O)c1ccccc1	-7	99	0	-5	-0.3	1	-3	4	-4	0.8
25	CN(Cc1nc(Cc2ccccc2F)no1)Cc1cccc2ncccc12	-12	100	-5	9	4.3	-1	-7	4	-1	-1.1
26	COc1cc2c(-c3ccc4[nH]ccc4c3)c(-c3ccc(C#N)cc3)oc(=O)c2cc1OC	2	98	-9	-2	0.7	0	-9	5	0	-2.0
27	Cc1ccc(OCc2ccc(C(=O)Nc3c(C)nn(Cc4c(F)c(F)c(F)c(F)c4F)c3C)o2)c([N+](=O)[O-])c1	-15	87	0	4	4.0*	-24	-9	10	-2	1.0
28	O=C(CSc1n[nH]c(=O)n1Cc1ccco1)Nc1ccccc1	4	113	1	1	-0.1	-2	-4	14	2	-1.0
29	CC(=O)NC1(C(F)(F)F)C(=O)N(Cc2ccccc2)C2=C1C(=O)CC(C)(C)C2 (centres undefined)	-2	99	2	0	0.1	-19	-5	-3	5	-0.6
30	COC(=O)/C=C1/SC(=NC(=O)c2ccc(Cl)cc2)NC1=O	-13	96	1	3	0.1	.	-2	10	-2	-2.3
31	O=C(CNc1ccccc1)N/N=C/c1cn(-c2ccccc2)nc1-c1ccccc1	1	99	1	1	-0.2	-4	-5	1	2	-2.5
32	CC1(C)CC(=O)C2=C(C1)N(c1ccccc1)C(=O)C(C(=O)OCc1ccccc1)C2 (centres undefined)	0	100	-1	2	-0.1	.	-3	-2	-2	-0.2
33	CN1CCC(N2CCN(C3CN(Cc4ccc(F)cc4)S(=O)(=O)C3)CC2)CC1 (centres undefined)	5	102	-1	.	0.0	.	.	.	2	.
34	C(=N\c1ncnc2sccc12)/NOCc1ccccc1	-24	97	-1	-4	1.0	-2	1	22	4	1.8
35	COC(=O)c1sc(NC(=O)CSc2nc3nc(C)cc(C)n3n2)c(C(=O)OC)c1C	14	94	4	8	0.1	-1	-5	28	-1	-0.5
36	O=C(CNC(=O)c1ccccc1F)c1ccc(Br)cc1	-14	100	-10	-1	0.0	-1	-4	3	5	1.0
37	O=C(Nc1cccc2ncccc12)c1ccccc1Cl	-4	97	1	-12	-0.1	-2	-3	-1	-4	-1.5
38	N#Cc1c(-c2cccc(Cl)c2)[nH]c(=S)[nH]c1=O	-7	95	1	5	-0.1	0	-15	1	1	-2.1
39	COc1ccc(CNC(=O)CCCCCn2c(SCC#N)nc3cc4c(cc3c2=O)OCO4)cc1	0	103	0	-3	0.3	-4	-4	8	0	19*
40	CCn1c2ccccc2c2cc(N)ccc21	-7	101	-2	-4	0.2	-5	.	12	1	-2.0
41	Cc1ccc(/C=C/S(=O)(=O)NCc2ccc(F)cc2)cc1	-4	95	1	-6	0.0	1	1	4	-6	3.5
42	C=CCn1c(NC(=O)c2ccccc2)nc2ccccc21	26	97	5	-1	0.0	-4	-5	9	2	-2.7
43	CC(C)(NO)/C(=N/O)c1cccs1	-3	102	2	4	-0.3	-6	-5	16	0	-2.3
44	Cc1cc2c(cc(C(=O)OCC(=O)NCc3ccco3)n2C)s1	0	95	24	2	1.4	-8	-6	-7	-1	-0.4
45	CCc1nnc(NC(=O)CSc2nnc(-c3ccccc3O)n2-c2ccc(C)cc2)s1	16	94	4	-2	0.0	3	-5	14	-1	-2.1
46	Nc1ccc(C(=O)OCC(=O)Nc2cc([N+](=O)[O-])ccc2F)cc1	-2	97	-3	17	-0.1	1	-17	-7	11	-1.5
47	CCOCCCN(C(=O)Cn1nnc(-c2ccc(OC)c(OC)c2)n1)C(CC)C(=O)NC1CCCC1 (centres undefined)	1	96	2	2	-0.1	3	-2	-7	4	2.2
48	O=C(c1cc(-c2ccc(O)cc2)on1)N1CCN(c2ccccc2)CC1	-3	95	-1	-13	-0.1	3	-3	-8	3	1.7
49	CCCOc1ccc(C(=O)NCCC(=O)NCCCC(=O)OCC)cc1	-2	94	-1	-4	0.0	.	.	7	-1	1.4
50	CCc1ccccc1NC(=O)C1(S(=O)(=O)c2ccc(C)cc2)CC1	-1	102	-3	2	0.0	-3	-3	13	-3	1.4
51	CCN(CC)S(=O)(=O)c1ccc(N2CCCCC2)c(NC(=O)C2CCN(C(=O)c3ccc(F)cc3)CC2)c1	-5	98	1	3	1.7	-3	-6	3	3	0.0
52	Cc1ccc(CS(=O)(=O)c2ncc(Cl)c(C(=O)Nc3nnc(C)s3)n2)cc1	-16	98	11	1	0.1	-15	-6	22	-2	-0.5
53	CN(C(=O)c1cccc(NC(=O)Cc2ccc(NC(=O)C3CCN(C(=O)C4CC4)CC3)cc2)c1)C1CCCCC1	7	102	-2	6	0.1	-10	-4	8	2	-1.6
54	CC1CC(C)(C)NC(=S)N1CCC(=O)N1CCN(c2ccccc2)CC1 (centres undefined)	3	99	2	8	-0.2	-5	-6	6	-2	-3.4
55	CCOC(=O)N1CCN(C(=O)CN(c2ccccc2OC)S(=O)(=O)c2ccc(C)cc2)CC1	0	98	0	12	0.1	1	-5	6	2	-0.5
56	COc1ccccc1N1CCN(C(c2ccccn2)c2nnnn2C2CCCCC2)CC1 (centres undefined)	0	92	-3	-3	-0.1	.	-4	-1	2	-1.2
57	O=C(CSc1ncnc2c1cnn2-c1ccc(F)cc1)NCc1ccc2c(c1)OCO2	-8	100	2	1	0.0	11	-7	7	1	-1.6
58	Cc1onc(C(=O)Nc2sc3c(c2C(N)=O)CCCC3)c1[N+](=O)[O-]	7	95	3	-1	0.2	2	-5	-2	4	-3.2
59	CC(C)N(C(C)C)S(=O)(=O)c1ccc(N2CCc3ccccc3C2)nc1	-4	99	3	5	0.0	-22	-8	7	-11	0.4
60	CCn1c(=O)c2c(nc3n2CCCN3Cc2ccccc2)n(C)c1=O	4	?	2	-7	0.0	5	-3	-15	-4	-0.8

# The results go on.
no.	Compound	H9c2 protect	ABCB6 inh MLPCN	N-glyco inh	PDI inh	aDG glyco act	Vif inh	CaV13 ICDI inh	MC4R antagonist	HTR2A ag	MC4R ag barr
61	C=CCOc1ccc(C2C(C#N)=C(N)N(Nc3ccccc3)C3=C2C(=O)CCC3)cc1OC (centres undefined)	13	94	?	-5	-0.1	.	.	-4	2	-1.6
62	COc1ccc(NC2=Nc3ccccc3CC2)cc1	8	102	-6	-5	-0.1	-2	-6	-1	-1	-0.2
63	CCOC(=O)c1ccc(CN2C(=O)c3ccccc3S2(=O)=O)cc1	-4	98	-3	-6	0.1	2	-4	16	-5	0.2
64	O=C(COC(=O)/C=C/c1ccc(OC(F)F)cc1)NC1CCCCCCC1	1	100	0	1	-0.1	-11	-5	9	-3	-2.5
65	O=C(NCCCn1ccnc1)c1ccc(S(=O)(=O)N2CCCCCC2)cc1	-4	99	-1	-6	-0.2	-7	-4	-3	0	-0.8
66	CCc1ccccc1NC(=O)CN(C)C(=O)COC(=O)c1c(Cl)cccc1Cl	-5	92	-1	8	0.2	-2	-6	5	-7	4.4
67	CCCSc1nc2sc3c(c2c(=O)n1CC)CC(C)(C)OC3	-12	95	1	3	0.2	3	-3	2	4	0.0
68	CN(CC(O)CN)CC(O)CN1CCCCC1 (centres undefined)	2	99	3	2	-0.1	5	-9	17	1	0.9
